# Bioassay records as filed in PubChem BioAssay.
# Hsp70 activator – transcriptional activators of Hsp70; HeLa Hsp70 promoter luciferase reporter, luminescence; scaled: vehicle 0, proteasome-inhibitor control 100%; activation, % at 10 µM; actives 0.04% (n = 200,000);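 active means activation above the mean across all tested compounds plus 3 SD, cutoff set per campaign, cut at about 5.5% in these data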;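 further: 100% = MG132 at 30 µM as the positive control and 0% = DMSO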
# APP transl inh – APP translation inhibition. inhibition, % at 2 µM. AID 1285. actives 0.82% (n = 190,000). SH-SY5Y APP 5'UTR-luciferase reporter, luminescence;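 active means inhibition above a set limit, derived from the sample mean plus 3 SD, cut at about 45% in these data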; further: values of inactives mirror those of a sister screen read the other way
# STAT3 inh – inhibitors of IL-6 induced STAT3 signaling; AID 862; actives 0.89% (n = 190,000); inhibition, % at 5.5 µM; U3A cells, IL-6 STAT3-luciferase reporter, luminescence; host cell line lacks STAT1;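 active means inhibition above the mean inhibition across all screened compounds plus 3 SD, cut at about 44% in these data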;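 further: 0% = DMSO only wells and 100% = 100 µM nifuroxazide control wells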
# G6PDH CS – counter-screen for G6PDH assay hits: L. mesenteroides G6PDH inhibition; Purified L. mesenteroides G6PDH, diaphorase/resazurin coupled fluorescence, 45 min; inhibition, % at 5 µM; actives 0.12% (n = 200,000); AID 1020; in the data active means inhibition above about 50%
# Diaphorase inh – inhibits diaphorase or chemically oxidizes, flagging diaphorase assay artifacts; inhibition, % at 20 µM; AID 1217; actives 0.69% (n = 190,000); diaphorase resazurin-to-resorufin fluorescence, NADH, 16 min; bacterial (C. kluyveri) enzyme, not human;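 active means primary screen inhibition at 20 µM above a set limit, cut at about 50% in these data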;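 further: plate controls were DMSO with full reaction for no effect and wells lacking NADH for full effect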
#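 Assay system: diaphorase enzyme from Clostridium kluyveri; Input: enzyme working solution with 0.14 U/mL diaphorase; Timing: 16 min at room temperature; Technique: resorufin fluorescence, excitation 544 nm, emission 590 nm; Benchmarks: positive control minus NADH, DMSO neutral control.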
# STAT3 act – increases IL-6 driven STAT3 reporter signal. U3A cells, IL-6 STAT3-luciferase reporter, luminescence; 100% = signal with IL-6 EC80 alone. activation (% of control), % at 5.6 µM. actives 0.91% (n = 190,000);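 active means activation above the screen-wide mean of compound activation plus 3 SD, cut at about 130% in these data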;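 further: 0% = background luminescence of wells with medium and substrate only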
#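 Detection: reporter luminescence signal / Assay system: STAT1-lacking human U3A cells, STAT3 luciferase reporter / Incubation: compound pre-incubation 1 h before IL-6, then 6 h stimulation at 37 °C / Control set: IL-6-only high control / Read-out: % activation relative to IL-6 control / Probe or stimulus: Interleukin-6, 33 ng/mL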
# STAT1 act – STAT1 signaling activation. NIH 3T3 STAT1-luciferase reporter, IFN-gamma, luminescence; 100% = IFN-gamma alone, no compound. activation (% of control), % at 5.5 µM. actives 2.6% (n = 200,000). AID 932;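 active means activation above the screen-wide mean activation plus 3 SD, cut at about 130% in these data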;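 further: raw ratio to IFN-gamma control signal so 100% means no change and 0% no light; values of inactives mirror those of a sister screen read the other way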
# STAT1 blocker – inhibitors of IFN-gamma induced STAT1 signaling. NIH 3T3 STAT1-luciferase reporter, luminescence. inhibition, % at 5.5 µM. actives 0.35% (n = 200,000);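 active means inhibition above a set limit, the mean inhibition across all tested compounds plus 3 SD, cut at about 34% in these data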;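 further: 0% = IFN-gamma with DMSO and 100% = IFN-gamma with 300 µM nifuroxazide; values of inactives mirror those of a sister screen read the other way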
# TLR4 MyD88 comp – inhibitors of human TLR4-MyD88 binding; inhibition, % at 8.4 µM; AID 861; HeLa CL3-4 TLR4/MyD88 BLA complementation, FRET ratio; O00206+Q99836; actives 0.18% (n = 200,000); in the data active means inhibition above about 25%;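 further: 0% = vehicle and 100% = reference inhibitor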
# Target sequence (O00206 whole entry, looked up): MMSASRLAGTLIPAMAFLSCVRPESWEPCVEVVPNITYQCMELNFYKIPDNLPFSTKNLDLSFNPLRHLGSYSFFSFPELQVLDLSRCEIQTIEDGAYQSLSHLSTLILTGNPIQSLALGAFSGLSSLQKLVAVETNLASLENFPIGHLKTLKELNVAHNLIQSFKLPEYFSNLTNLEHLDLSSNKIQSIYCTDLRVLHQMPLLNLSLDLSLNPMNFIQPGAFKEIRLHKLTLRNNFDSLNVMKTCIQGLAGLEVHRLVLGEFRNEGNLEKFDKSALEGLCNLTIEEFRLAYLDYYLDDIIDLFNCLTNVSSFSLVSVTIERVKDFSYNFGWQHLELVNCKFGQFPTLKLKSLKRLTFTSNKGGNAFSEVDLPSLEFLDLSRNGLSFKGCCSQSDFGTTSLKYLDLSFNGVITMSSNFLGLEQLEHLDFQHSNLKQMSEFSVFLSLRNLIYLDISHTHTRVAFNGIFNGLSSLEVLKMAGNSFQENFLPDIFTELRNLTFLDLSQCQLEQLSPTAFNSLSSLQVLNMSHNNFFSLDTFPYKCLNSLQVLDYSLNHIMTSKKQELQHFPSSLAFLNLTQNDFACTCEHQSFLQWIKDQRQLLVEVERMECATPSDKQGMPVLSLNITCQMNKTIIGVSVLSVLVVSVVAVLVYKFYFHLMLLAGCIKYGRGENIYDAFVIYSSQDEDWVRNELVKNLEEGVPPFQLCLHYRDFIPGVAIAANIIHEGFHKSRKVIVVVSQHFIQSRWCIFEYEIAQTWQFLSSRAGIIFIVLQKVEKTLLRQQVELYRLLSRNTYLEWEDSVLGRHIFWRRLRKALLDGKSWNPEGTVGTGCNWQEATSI
# Target sequence (Q99836 whole entry, looked up): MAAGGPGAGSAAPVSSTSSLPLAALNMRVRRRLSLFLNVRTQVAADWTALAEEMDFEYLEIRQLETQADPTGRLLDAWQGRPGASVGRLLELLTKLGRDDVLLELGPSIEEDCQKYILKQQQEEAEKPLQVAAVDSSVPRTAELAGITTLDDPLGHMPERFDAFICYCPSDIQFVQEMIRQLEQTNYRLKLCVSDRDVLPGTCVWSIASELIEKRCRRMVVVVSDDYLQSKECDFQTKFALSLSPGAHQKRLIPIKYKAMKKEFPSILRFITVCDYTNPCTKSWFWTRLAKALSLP
# Diaphorase act – activates diaphorase or chemically reduces, flagging diaphorase assay artifacts; Diaphorase/resazurin coupled assay, resorufin fluorescence, 16 min; hits give high values; 1 = vehicle wells, 0 = NADH-free wells; activation factor at 20 µM; actives 0.005% (n = 190,000); AID 1229;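 active means diaphorase activity raised at least twofold by the compound at 20 µM; inactive means activation factor below 2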
#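 Material: bacterial diaphorase enzyme (C. kluyveri); amount: enzyme 0.07 U/mL final; reagent: NADH substrate 0.114 mM plus resazurin dye 0.1 mM, final; doses: single compound dose of 20 µM, 1% DMSO final; timing: 16 min enzyme reaction, ambient temperature; measured by: fluorescence of resorufin, 544 nm excitation, 590 nm emission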
# An asterisk follows results filed as active; x = not tested or not shown.
SMILES,Hsp70 activator,APP transl inh,STAT3 inh,G6PDH CS,Diaphorase inh,STAT3 act,STAT1 act,STAT1 blocker,TLR4 MyD88 comp,Diaphorase act
CCOC(=O)C1=C(C)NC(=O)NC1c1ccc(OC)c(CN2CCOCC2)c1 (centres undefined),0.0,4,4,16,4,100,92,9,-11,1
CCN(CC)c1ccc(-c2nn3c(-c4cccnc4)nnc3s2)cc1,0.2,-12,15,4,-6,95,114,-15,1,1.1
Cc1ccc(OCCn2cnc3c(N)ncnc32)cc1,-0.2,4,26,6,5,81,129*,-32,-29,1
O=S(=O)(c1ccccc1)c1nc(NCc2ccccc2)sc1Cl,-0.5,7,-5,12,26,108,103,-3,1,0.7
COc1ccc(CCNC(=O)CSc2nnc(-c3ccccc3)c3ccccc23)cc1OC,-0.4,16,-3,-35,16,99,85,17,8,0.8
CSc1ccc(S(=O)(=O)NCc2ccc(C)cc2)cc1,0.0,-7,-4,0,14,103,100,0,-9,0.9
CN(C)S(=O)(=O)c1cccc(C(=O)NCCCn2ccnc2)c1,-0.1,-26,-2,4,7,102,97,4,-5,0.9
COc1cc(OC)cc(C(=O)N[C@H](C(=O)Nc2ccc(S(=O)(=O)N(C)C)cc2)C(C)C)c1,-0.1,9,5,-4,3,107,96,3,-7,1
CCc1ccc(N2CC34C=CC(O3)C(C(=O)OC)C4C2=O)cc1 (centres undefined),0.7,-15,12,-4,22,94,103,-3,-4,0.8
Cc1nnc(SCCn2c(N3CCN(Cc4ccccc4)CC3)nc3c2c(=O)[nH]c(=O)n3C)s1,0.1,12,8,13,26,98,106,-6,-10,0.7
Cn1nc(-c2ccc(OCC(=O)NCC3CCCO3)cc2)c2ccccc2c1=O (centres undefined),0.0,-3,32,7,-10,75,83,18,6,1.1
OCCNc1nc(N2CCCC2)nc(N2CCCC2)n1,-0.1,1,-7,4,18,108,103,-3,-1,0.8
COc1ccc(C2N(Cc3ccccc3)CC(=O)N2/N=C(\C)c2ccccc2)cc1 (centres undefined),-0.1,5,-1,4,28,100,104,-4,1,0.7
CCOc1ccc(OCC)c(S(=O)(=O)NCc2ccccn2)c1,-0.2,-2,-1,8,5,105,100,0,-9,1
CCN(CC)S(=O)(=O)c1cccc(C(=O)N[C@H](C(=O)NCc2ccc(Cl)cc2)C(C)C)c1,0.1,14,-9,4,22,108,94,7,-16,0.8
Cc1noc(C(=O)Nc2cccnc2)c1Cl,-0.2,-1,11,4,22,95,109,-10,4,0.8
CCC(C)NC(=O)CSc1nnc(-c2ccc(C(C)(C)C)cc2)n1C (centres undefined),-0.2,-27,15,2,10,93,95,4,-9,0.9
NC(=O)CCn1ccc2ccccc21,0.0,-23,0,2,8,105,104,-6,-3,0.9
Cn1cc(CCC(=O)N2CCCC(CCC(=O)NCc3ccc(F)c(F)c3)C2)cn1 (centres undefined),0.0,-6,2,11,-8,103,102,-4,-17,1.1
COCCNCCOCCOc1ccc(Cl)c(C)c1,0.0,-7,6,4,5,99,102,-3,4,1
O=C(NCCC1=CCCCC1)C1CCC(CNc2nc(=S)[nH]c3ccccc23)CC1 (centres undefined),-0.4,18,0,1,-3,102,99,-1,-16,1
O=C(O)CCC(=O)OCC1CCCO1 (centres undefined),0.2,-13,6,0,8,99,98,2,5,0.9
Cc1ccc(N/C=C2\CCCCC2=O)c(C)c1,-0.4,2,2,0,22,96,92,11,8,0.8
Cn1nc(-c2ccccc2)c(CSc2ccccc2)c1Cl,0.1,-4,-4,6,12,106,103,-3,10,0.9
Clc1ccc(Cc2nn3c(Cn4nnc5ccccc54)nnc3s2)cc1,0.3,-10,-2,1,10,107,96,5,-2,0.9
CC(C)CCNC(=O)CCC(=O)NNc1nc2ccccc2c2nc(-c3ccccc3)nn12,-0.1,x,-16,2,0,114,83,19,3,1
NNC(=O)Nc1cccc(C(F)(F)F)c1,0.0,6,-2,12,-15,107,118,-22,-23,1.2
Cc1cc(C(=O)NP(=O)(N2CCOCC2)N2CCOCC2)c(C)n1-c1ccc(Br)cc1,-0.5,1,-2,-7,6,98,99,1,5,0.9
CC(=O)Oc1ccc(Nc2ccccc2)cc1,0.0,-6,19,3,26,86,102,-4,-5,0.7
Cc1cc(Cl)ccc1N(CC(=O)N=Nc1c(O)[nH]c2ccccc12)S(C)(=O)=O,-0.2,-6,19,4,16,88,100,0,-7,0.8
Oc1c(C=NCc2ccc(F)cc2)[nH]c2ccc(Br)c(Cl)c12,-0.2,6,-1,22,26,107,96,5,2,0.7
Clc1ccc(/C=C/c2nc3ccccc3[nH]2)c(Cl)c1,-0.5,-221,87*,-4,23,31,39,68*,-4,0.8
O=C(NNc1nc(-c2ccc(F)cc2)cs1)c1ccccc1,-0.1,6,4,5,12,98,99,0,-12,0.9
Fc1ccc(CSc2ncnc3nc[nH]c23)cc1,-0.4,1,12,-16,16,90,101,0,-4,0.8
CCc1nc(SCC(=O)Nc2nnc(CC(C)C)s2)n[nH]1,0.2,-2,5,2,2,100,100,-4,-15,1
COc1ccccc1NS(=O)(=O)c1cc(NC(=O)CNC(=O)c2ccc(C)s2)ccc1Cl,-0.3,4,8,4,16,96,93,7,7,0.8
CCOC(=O)C1CCN(CC(=O)Nc2c(C(=O)OC)[nH]c3ccc(Cl)cc23)CC1,-0.3,9,40,-22,16,70,66,37*,-1,0.8
CCCCCCCNC(=O)COc1ccc2c(c1)C(=O)CC(C)(C)O2,0.0,-12,5,-7,19,102,98,2,2,0.8
CCOC(=O)Nc1nc2ccccc2s1,0.1,-56,22,4,21,87,127,-29,4,0.8
O=S(=O)(c1cccc2cccnc12)n1cnc2ccccc21,0.0,-23,-3,20,14,106,100,0,3,0.9

# Compounds above that have two or more sulfur atoms:
SMILES,Hsp70 activator,APP transl inh,STAT3 inh,G6PDH CS,Diaphorase inh,STAT3 act,STAT1 act,STAT1 blocker,TLR4 MyD88 comp,Diaphorase act
O=S(=O)(c1ccccc1)c1nc(NCc2ccccc2)sc1Cl,-0.5,7,-5,12,26,108,103,-3,1,0.7
CSc1ccc(S(=O)(=O)NCc2ccc(C)cc2)cc1,0.0,-7,-4,0,14,103,100,0,-9,0.9
Cc1nnc(SCCn2c(N3CCN(Cc4ccccc4)CC3)nc3c2c(=O)[nH]c(=O)n3C)s1,0.1,12,8,13,26,98,106,-6,-10,0.7
CCc1nc(SCC(=O)Nc2nnc(CC(C)C)s2)n[nH]1,0.2,-2,5,2,2,100,100,-4,-15,1
COc1ccccc1NS(=O)(=O)c1cc(NC(=O)CNC(=O)c2ccc(C)s2)ccc1Cl,-0.3,4,8,4,16,96,93,7,7,0.8

# (listing goes on)
SMILES,Hsp70 activator,APP transl inh,STAT3 inh,G6PDH CS,Diaphorase inh,STAT3 act,STAT1 act,STAT1 blocker,TLR4 MyD88 comp,Diaphorase act
COc1ccc(OCCSc2nnc(CCNC(=O)c3ccc(Cl)c(Cl)c3)n2C)cc1,-0.2,12,24,6,1,88,100,0,6,1
CCC(C(=O)Nc1nc(C)c(C(=O)OC)s1)c1ccccc1 (centres undefined),0.2,5,1,3,17,99,104,-4,-1,0.8
COc1cccc(NC(=O)c2ocnc2C)c1,0.1,1,4,4,-4,100,109,-10,13,1
O=C(OCc1nnc(-c2ccccc2)o1)c1ccco1,-0.1,3,5,15,21,100,95,6,5,0.8
O=C(NCCc1ccccn1)c1cc(-c2ccccc2Cl)nc2ccccc12,-0.4,-19,8,8,4,98,95,5,-1,1
O=C(NCC(=O)N(CC1CCCO1)C(C(=O)NC1CCCC1)c1cccnc1)c1ccco1 (centres undefined),0.3,-11,0,8,11,105,104,-5,0,0.9
O=C(O)CCCc1nc(-c2ccccc2)no1,-0.1,-8,3,-2,6,101,99,1,12,0.9
Cc1ccc(-c2nc3cccnc3s2)cc1NS(C)(=O)=O,-0.2,-61,x,6,26,x,139*,-45,-5,0.7
C#CCOCCOCCOCCNc1nc(N2CCOCC2)nc(N2CCN(C(=O)[C@H](C)n3cc(CCCN=C(N)N)nn3)CC2)n1,-0.1,-4,0,9,4,98,98,3,-5,1
COc1ccc(C2CC(c3ccc(Cl)cc3Cl)Nc3nc(N)nn32)cc1 (centres undefined),-0.1,2,-2,20,3,106,104,-5,-3,1
Cc1ccc(/C=N/N(C)C2=NS(=O)(=O)c3ccccc32)o1,-0.3,-30,31,2,-12,77,103,-5,7,1.1
COc1ccccc1N1C(=O)C2CC(C)=C(C)CC2C1=O (centres undefined),0.0,-12,-14,4,20,117,101,-1,-2,0.8
O=C(CCSc1nnc2scc(-c3ccccc3)n12)Nc1nc(-c2ccccc2)ns1,-0.2,-14,11,-2,7,92,98,2,3,0.9
CC(=O)c1cc2c(cc1NC(=O)CN1CCCCCC1)OCO2,-0.1,0,14,3,12,92,100,0,2,0.9
CCCOc1ccc(-c2nc(N)n[nH]2)cc1,0.2,-15,8,3,7,97,109,-10,-8,0.9
CCOP(=O)(c1ccccc1)C(O)c1ccccc1 (centres undefined),-0.1,14,10,10,8,95,98,2,4,0.9
CCOC(=O)C1=C(C)NC(=O)NC1c1ccc(OCC(=O)OC)c(OC)c1 (centres undefined),-0.1,24,-5,1,16,108,93,6,1,0.8
CCCc1cc(=O)[nH]c(SCC(=O)NCCCC(=O)OCC)n1,0.2,-6,4,17,3,100,99,2,10,1
CC(=O)Nc1ccc(/C=C(\C#N)C(=O)NC2CCCCC2C)cc1 (centres undefined),0.1,0,6,-3,-3,100,104,-6,-10,1
Cc1cc(NC(=O)CSc2nnc(-c3cccnc3)n2C2CCCCC2C)no1 (centres undefined),-0.1,13,-9,4,2,105,92,8,3,1
CN1CCOCCOCCN(C)C(=O)N2CCOCCOCCN(CCOCC2)C1=O,-0.2,9,10,3,11,96,107,-7,-1,0.9
CCOc1cc(/C=N/NC(=O)C(C)Sc2ccccn2)ccc1O (centres undefined),0.0,-3,4,6,1,101,95,5,4,1
COc1cc2c(=O)n(CC3CCCO3)c(=O)n(CC(=O)Nc3cccc(Cl)c3)c2cc1OC (centres undefined),-0.3,12,-1,-7,12,100,99,1,5,0.9
O=C(NNc1ccc(Cl)nn1)c1ccc(Cl)cc1,0.0,-28,2,4,6,99,101,-1,2,0.9
N#CC(C(=O)NC1CCCCC1)=C1CCCCCC1,-0.3,12,-9,3,-11,113,109,-11,-28,1.1
O=c1cc(O)nc(-c2ccc(Cl)cc2)s1,0.1,-4,-10,10,-2,116,99,1,4,1
Nc1nc(Cl)cc(Sc2ccc(F)cc2)n1,0.0,-21,-20,17,14,121,102,-2,-1,0.9
COc1cccc2cc(C(=O)C3=C(O)C(=O)N(CCN4CCOCC4)C3c3cccs3)oc12 (centres undefined),-0.1,-16,2,6,0,100,96,5,-21,1
